M18AAP inhibitor: PfM18AAP inhibitors, malaria aminopeptidase, primary screen, biochemical, QFRET, recombinant enzyme; inhibition, % at 7.35 µM; 290,000 tested, 1.2% active; M18 aspartyl aminopeptidase (Plasmodium falciparum 3D7); H-Glu-NHMec fluorogenic cleavage; AID 1822, 2009;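 active = inhibition above the campaign mean inhibition over all tested compounds plus 3 SD, cut at about 28% in these data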;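 also: 0% = plate median of test compound wells and 100% = 2 mM ZnCl2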
UBC9 SUMO inh: inhibitors of in vitro SUMOylation cascade, primary screen, biochemical, HTRF, uHTS | HTRF SUMOylation assay, SAE1/SAE2 + UBC9 | inhibition, % at 35 µM | 290,000 tested, 0.36% active | AID 2006, 2009; in the data active = inhibition above about 50%, passing the limit was not always enough; also: strong numbers were not always called active
Target sequence (P63279 whole entry, looked up): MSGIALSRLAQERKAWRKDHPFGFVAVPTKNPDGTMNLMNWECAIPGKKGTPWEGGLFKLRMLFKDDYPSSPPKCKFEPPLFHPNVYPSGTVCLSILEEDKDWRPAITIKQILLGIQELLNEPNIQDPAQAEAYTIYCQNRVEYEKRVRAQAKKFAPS
MEKK2mut PB1 HTS: MEK5 binding signal on mutant MEKK2 PB1, primary screen, biochemical, multiplex bead flow cytometry, Alexa488-MEK5. 290,000 tested, 0.35% active. AID 1530, 2009. Alexa488-MEK5 binding to MEKK2 mutant. percent response, % at 10 µM; in the data active = percent response above about 24%, passing the limit was not always enough; also: inactives centre near 1; some results filed as inactive read as strong as hits
NALP1 yeast inh: NALP1 inflammasome inhibitors in reconstituted yeast, colorimetric, S. cerevisiae, triplicate retest. AID 2071, 2009. S. cerevisiae NALP1/ASC/caspase-1 growth, X-gal OD620, 72 h. 280,000 tested, 0.61% active. inhibition, % at 10 µM; in the data active = inhibition mostly above about 24%, no sharp cut-off; inactive = mostly below about 32%; also: some compounds called inactive have numbers as strong as hits
VIM-2 inhibitor: VIM-2 metallo-beta-lactamase inhibitors, primary screen, biochemical, epi-absorbance readout, Pseudomonas aeruginosa enzyme; inhibition, % at 5.6 µM; purified VIM-2, nitrocefin hydrolysis, epi-absorbance fluorescence; 290,000 tested, 0.89% active;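 active = inhibition above the mean of all tested compounds plus 3 SD, cutoff set per screening run, cut at about 7.5% in these data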;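 also: red hydrolysis product quenches plate fluorescence so inhibitors raise well fluorescence; 0% = enzyme with DMSO and 100% = DMSO without enzyme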
IMP-1 inhibitor: IMP-1 metallo-beta-lactamase inhibitors, primary screen, biochemical, epi-absorbance readout, Pseudomonas aeruginosa enzyme | metallo-beta-lactamase IMP-1 (Pseudomonas aeruginosa) | purified IMP-1, nitrocefin hydrolysis, epi-absorbance fluorescence | inhibition, % at 5.6 µM | 290,000 tested, 0.45% active | AID 1556, 2009;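 active = inhibition above the mean plus 3 SD of all compounds in the same screening run, cut at about 4.5% in these data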;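 also: 0% = IMP-1 with DMSO and 100% = DMSO wells lacking enzyme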
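Assay system: purified recombinant IMP-1 beta-lactamase. Input: IMP-1 0.2 nM before substrate addition. Buffer or medium: Zinc- and detergent-supplemented HEPES buffer, pH 7.1. Schedule: 25 °C, 15 min preincubation, 25 min reaction. Signal: Epi-absorbance fluorescence, 480 nm excitation, 530 nm emission. Evaluation: percent inhibition from optical density relative to buffer-blank wells.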
DNA FID counter: compounds displacing fluorescent DNA intercalator, primary screen, artefact control for HCV NS3 helicase inhibitor project, biochemical, FID fluorescence; 290,000 tested, 0.17% active; DNA fluorescent intercalator displacement; inhibition, % at 7.9 µM; in the data active = inhibition above about 37%;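 also: 0% = vehicle and 100% = reference compound; higher means more ethidium bromide displaced from hairpin DNA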
MEKK2 WT-MEK5: modulators of MEK5 binding to wildtype MEKK2, primary screen, biochemical, multiplex bead flow cytometry, Alexa488-MEK5; Mitogen-activated protein kinase kinase kinase 2 (Homo sapiens), Q9Y2U5; Alexa488-MEK5 binding to MEKK2 WT; actives lie on both sides; binding response (% of control), % at 10 µM; 290,000 tested, 1.1% active; AID 1531, 2009; in the data active = binding response below about 67% or above about 130%
NS3 helicase inh: inhibitors of HCV NS3 helicase, primary screen, biochemical, Cy5 molecular beacon fluorescence. inhibition, % at 10.9 µM. 290,000 tested, 0.56% active. NS3 helicase DNA unwinding. AID 1800, 2009;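 active = inhibition above the mean of all tested compounds plus 3 SD, set per campaign, cut at about 35% in these data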;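 also: 0% = DMSO wells and 100% = thioflavine S control wells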
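Assay system: hepatitis C virus NS3 helicase domain fragment enzyme. Also added: annealed dual-labelled DNA beacon duplex, ATP-started. Timing: 1 h reaction at 25 °C, ATP-initiated. Technique: Cy5 fluorescence at 0 and 60 min, beacon hairpin quenching. Evaluation: % inhibition of unwinding. Replication: one well per compound.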
Active calls of the source: *; nt = no result given.

SMILES	M18AAP inhibitor	UBC9 SUMO inh	MEKK2mut PB1 HTS	NALP1 yeast inh	VIM-2 inhibitor	IMP-1 inhibitor	DNA FID counter	MEKK2 WT-MEK5	NS3 helicase inh
CCNC(=S)N(CCc1c(C)[nH]c2ccc(C)cc12)Cc1cc(OC)c(OC)c(OC)c1	-7	-16	-4	26	-0.1	-2.4	-21	101	-23
CC(=O)Nc1ccccc1-c1nc2cc(C#N)c(C#N)cc2[nH]c1=O	-1	16	7	20	-0.3	-1.3	-4	105	-3
Cc1nn(C)c(N)c1-c1ccccc1	-3	0	-1	32	-0.2	-1.1	-3	101	-1
OCCC1CN(Cc2nc3ccccc3s2)CCN1C1CCCC1 (stereo not drawn)	-3	17	-12	15	0.4	-2.3	14	86	3
Cc1ccc(S(=O)(=O)Nc2ccc(-c3nc4cc(NS(=O)(=O)c5ccc(C)cc5)ccc4o3)cc2)cc1	-18	10	-1	34	-1.0	-3.1	-4	100	4
COc1cccc(CN(C)CC(=O)Nc2ccccc2C(=O)Nc2ccccc2)c1OC	-3	9	4	12	-3.3	-3.0	-13	103	1
CN(CC(=O)Nc1ccc(Cl)cc1)C(=O)c1cccc(S(=O)(=O)N(C)C)c1	-3	-2	15	12	-0.8	-1.6	-7	113	-4
COc1ccc(C(=O)N2CCN(c3ncccn3)CC2)cc1	1	2	0	0	-4.7	-4.5	-18	100	-3
O=C(COC(=O)C1=COCCO1)Nc1ccc2c(c1)OCO2	-10	11	-2	18	-3.5	-2.8	-2	87	-4
Cc1ccsc1CCNC(=O)C1CCC(=O)N(CCc2cccc(F)c2)C1 (stereo not drawn)	-1	-2	0	16	-2.1	-2.3	-42	102	0
CCN(CC)S(=O)(=O)c1ccc2c(c1)[nH]c(=S)n2CC	6	-10	0	-22	-6.4	-3.8	-10	102	0
Cc1ccccc1OCC(O)CN1C(=O)c2ccccc2C1=O (stereo not drawn)	1	9	6	-2	0.2	-1.1	-17	102	-5
CN1CCN(C(=O)c2ccc(CS(=O)Cc3ccc(Cl)cc3)o2)CC1 (stereo not drawn)	-10	14	3	29	-0.3	-1.3	-7	103	2
CCOC(=O)CSc1ccc(S(=O)(=O)N2CCC(C)CC2)cc1[N+](=O)[O-]	6	-20	1	22	-1.2	-2.7	1	104	5
O=C(CSc1nnc(-c2csc3c2CCCC3)o1)Nc1ccccc1	-5	0	11	30	-2.8	-4.3	-6	114	2
CCn1c2ccccc2c2cc(NC(=O)Cc3ccc(S(=O)(=O)N4CCOCC4)s3)ccc21	-17	2	3	10	2.0	-0.1	10	101	-26
O=C(O)CCc1cc(I)c(Oc2ccc(O)c(I)c2)c(I)c1	nt	39	8	-4	nt	nt	nt	108	nt
CC1CCCCC1NC(=O)c1nnc(Cc2ccc(Cl)cc2)o1 (stereo not drawn)	-2	-2	-3	34	-1.5	-0.5	-11	102	-1
COC(=O)/C=C1/SC(=Nc2ccc(Cl)c(Cl)c2)NC1=O	3	24	8	8	-2.4	-2.2	0	102	-2
O=C(C[n+]1cc(-c2ccc(Cl)c(Cl)c2)n2c1CCC2)c1cccs1	-4	16	8	1	-0.5	-0.7	12	117	-42
COc1cccc(C2C(C(=O)c3ccc(C)o3)=C(O)C(=O)N2c2cc(C)on2)c1 (stereo not drawn)	8	17	4	17	-2.0	-4.4	-45	106	14
O=C(NCCCN1CCCC1)c1ccc2c(c1)N(Cc1ccccc1F)C(=O)c1ccccc1S2=O (stereo not drawn)	0	3	8	23	-2.5	-2.8	25	120	-19
COc1c(OC(C)=O)ccc(/C=C/c2ccc3cccc(OCc4ccccc4)c3n2)c1[N+](=O)[O-]	-2	5	-2	22	-1.8	-1.9	0	91	2
CCN(CC)c1ccc2c(cc1=O)[C@@H](NC)CCc1cc(OC)c(OC)c(OC)c1-2	7	6	1	12	2.0	2.1	8	109	23
CCOC(=O)[C@@H]1[C@H]2COc3ccc(Br)cc3[C@@H]2N2C(=O)N(c3ccc(C(F)(F)F)cc3)C(=O)[C@@]12C	6	-6	-4	5	0.9	1.0	-18	95	-39
Cc1[nH][nH]c(=O)c1C(c1ccc(-c2ccc(Cl)c(Cl)c2)o1)c1c(C)[nH][nH]c1=O	-1	52	3	94	-1.1	-3.9	-7	98	12
C=C1CN(CC(=O)OC)S(=O)(=O)c2ccccc21	nt	-11	-6	2	nt	nt	nt	90	nt
O=[N+]([O-])c1ccc(-c2nnc(-c3ccccc3)c(N3CCOCC3)n2)cc1	2	2	2	29	-1.9	-3.5	0	99	-3
O=C(O)c1cc2n(n1)C(C(F)(F)F)CC(c1ccccc1)N2 (stereo not drawn)	6	13	-1	-1	-1.3	-4.5	-36	96	25
COCCn1c(-c2ccccc2)nc2ccccc21	-2	11	-4	11	-1.7	-2.1	-11	85	4
CCOC(=O)c1nc2sc3c(c2c(=O)[nH]1)CCC(C)C3 (stereo not drawn)	16	2	-28	nt	-0.5	0.4	-4	74	1
COc1cc(/C=N/N=C/c2c[nH]c(=O)c(C#N)c2Nc2ccccc2)ccc1O	-5	24	5	nt	-1.9	-1.6	-2	110	5
Cc1cc(C)c(C(=O)COC(=O)c2ccc(NC(=O)CC#N)cc2)cc1C	1	-24	-4	nt	-2.8	-1.9	-13	101	5
O=C(NN1CCOCC1)c1ccc([N+](=O)[O-])cc1	1	-4	6	5	-2.2	-2.6	-4	107	-12
Cc1ccccc1-n1c(SCC(=O)c2c(N)n(C)c(=O)n(C)c2=O)nnc1-c1cccnc1	2	13	-1	23	-3.1	-3.1	-10	98	-1
CCCNS(=O)(=O)c1ccc(CCC(=O)Nc2ccc3c(c2)OCCO3)cc1	0	-7	-2	17	-1.2	-2.7	-11	104	4
COc1cc(OC)c(C(=O)NC2CC(C)(C)NC(C)(C)C2)cc1OC	15	-6	4	5	-3.4	-3.3	9	106	5
CCOc1ccc(Br)cc1S(=O)(=O)Nc1cccnc1	4	8	5	0	-4.1	-4.1	-7	105	-7
CN(C)S(=O)(=O)c1ccc(Cl)c(NC(=O)CSc2nnnn2-c2ccc(O)cc2)c1	-5	-2	nt	15	-2.8	-3.4	-4	nt	13
O=C(CCN1C(=O)c2ccccc2C1=O)Nn1cnnc1	45*	-1	-3	-10	1.6	-1.1	2	96	-16
Cc1nn(-c2ccccc2)nc1C(=O)c1c(C)[nH]n(-c2ccccc2)c1=O	4	19	-1	nt	0.4	-0.7	-17	102	8
CSc1cc(-c2ccccc2)n(Cc2ccc(Cl)cc2Cl)c(=O)c1C#N	5	-1	-4	17	-2.4	0.1	2	104	6
CC(=O)Oc1ccccc1C(=O)Nc1ccccc1C(=O)N1CCCCC1	8	0	6	-6	-2.6	-4.1	-9	103	20
CC1CCCC(C)N1C(=O)CSc1nnc(NC(=O)Cc2cccs2)s1 (stereo not drawn)	2	-3	-1	-16	-2.1	-0.8	-2	98	7
CC(=O)c1c(C)[nH]c(C(=O)Nc2ccc(Cl)c(S(=O)(=O)N3CCOCC3)c2)c1C	4	-2	12	3	-0.7	-3.3	-4	99	3
O=C(NCc1cccnc1)Nc1cccc([N+](=O)[O-])c1	-17	27	7	12	-0.5	-1.0	1	113	-4
O=C(N/N=C/c1ccccc1F)c1cc2c(ccc3ccccc32)o1	-3	26	7	18	-1.3	5.0*	-15	103	-16
O=C(CO/N=C/c1ccccc1)N1c2ccccc2Oc2ccccc21	-16	-14	3	-42	-1.5	0.2	-19	108	-15
COc1ccc(CCNC(=O)Cn2c(=O)n(-c3ccc(F)cc3)c(=O)c3sccc32)cc1OC	-3	15	-10	11	-1.6	-3.6	0	91	11
Cn1c(=O)cc(SCC(=O)NCC2CCCO2)c2ccccc21 (stereo not drawn)	5	-10	-7	0	-4.8	1.9	-5	88	-3
CCCC(=O)OCC(=O)Nc1ccc(N=Nc2ccccc2)cc1	3	-7	-2	40	-0.1	-4.6	-2	98	-12
COc1ccc(CC(=O)NCC2CCCN(Cc3ccccc3Cl)C2)cc1 (stereo not drawn)	-12	-5	5	18	0.0	-3.0	3	109	-7
CN(Cc1ccon1)Cc1cn[nH]c1-c1ccc(-c2ccccc2)cc1	-13	1	-9	-5	-2.4	-4.3	-6	94	-9
CCOC(=O)c1cc2c(=O)n3ccccc3nc2n(Cc2ccccc2)c1=N	-5	14	9	15	-1.1	0.5	5	103	-1
Cc1csc2ncc(C(=O)N3CCc4ccccc43)c(=O)n12	3	nt	5	nt	-2.9	-0.3	-4	104	-7
CCOC(=O)C1CCN(c2c(NCCC(C)C)c(=O)c2=O)CC1	3	22	-5	8	-2.7	-0.8	-14	97	-4
Cn1c(CO)cnc1SCC(=O)c1ccc(Br)cc1	4	-3	2	-12	-0.2	-4.2	-4	99	-21
C=CCC1(CC=C)CCCN1Cc1nc(COc2ccccc2)no1	3	7	18	-54	-2.8	-3.3	-7	109	-12
Cc1oc2c(CN3CCCC3)c(O)ccc2c(=O)c1-c1ccc(Br)cc1	11	24	2	10	-1.7	-0.2	10	99	-15
Cc1ccc(-n2c(=S)sc3c(=O)n(-c4ccc(F)cc4)c(SCC(=O)O)nc32)cc1C	-4	10	11	-1	-0.4	-1.7	-14	107	-1
The list continues.
SMILES	M18AAP inhibitor	UBC9 SUMO inh	MEKK2mut PB1 HTS	NALP1 yeast inh	VIM-2 inhibitor	IMP-1 inhibitor	DNA FID counter	MEKK2 WT-MEK5	NS3 helicase inh
CCC1CCCCN1CCCNC(=O)c1c(O)nc2c(C)cccn2c1=O (stereo not drawn)	19	-13	0	14	9.6*	-0.8	1	104	-5
CCOC(=O)/C(C#N)=C/c1ccc(-c2ccsc2C(=O)OC)o1	1	29	-5	3	-4.5	-1.5	0	89	2
CN(Cc1nc(Cc2cccc(F)c2)no1)CC1CCOCC1	-5	10	nt	9	-2.6	-1.4	-9	nt	12
Cc1cc(C)n(C(=O)c2cccc([N+](=O)[O-])c2)n1	-4	6	13	25	-1.8	-3.1	3	102	10
Clc1cccc(CSC2=NCCCN2)c1	2	-7	2	16	-6.2	-3.5	1	114	-11
CC(C)CC[n+]1ccn(C2=C([O-])c3ccccc3C(=O)/C2=N\S(=O)(=O)c2ccccc2)c1	-1	-3	-4	-12	-0.7	-1.5	-2	92	9

Single values from the list.
NALP1 yeast inh, `CC(C)CC[n+]1ccn(C2=C([O-])c3ccccc3C(=O)/C2=N\S(=O)(=O)c2ccccc2)c1` is entered as -12
DNA FID counter, `Cc1cc(C)n(C(=O)c2cccc([N+](=O)[O-])c2)n1` is entered as 3

Source: PubChem BioAssay (several laboratories)
